Source: PubChem BioAssay (National Center for Advancing Translational Sciences (NCATS))
A549 tox = kills or reduces viability of A549 cells in Nrf2 counter-screen; A549 ARE-Fluc cells, CellTiter-Fluor viability, 18-24 h; Potency, µM (highest dose often 46 µM), for the others: top-dose activity change, negative = cytotoxicity, usual class: inhibitors; 390,000 compounds, 0.16% hits; note: potency is the fitted concentration of half-maximal effect; % is set by controls: 0 for no effect and ±100 for the full control effect
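A549 ARE_Fluc cells in 5% FBS OPTI-MEM were exposed to compounds in concentration-response for 18-24 h at 37 deg C. Viability was read by CellTiter-Fluor fluorescence (Ex 405/Em 525) after 30 min, before the luciferase read.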
Nrf2 inh = inhibitors of Nrf2 signaling. A549 ARE-Fluc reporter, luciferase luminescence, 18-24 h. Potency, µM (titrated, usually from 46 µM), inactives show at the top dose activity change, negative = inhibition, most hits filed as inhibitors. 360,000 compounds, 2.1% hits; note: potency is the fitted concentration of half-maximal effect; % is set by controls: 0 for no effect and ±100 for the full control effect; nearly all actives have a fitted effect of over 60% in size
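Nrf2 activity is the BugLite luminescence, read 15 min after reagent at room temperature, following CellTiter-Fluor cytotoxicity readout (30 min, 37C). Compound titrations were applied for 18-24 h to 5000 A549 ARE_Fluc cells/well in 5% FBS OPTI-MEM.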
CCT modulator = modulators of cytosolic chaperonin (CCT/TRiC) activity; 360,000 compounds, 0.3% hits; activity change, % (no concentration beside the values), hits read low; purified chaperonin ATPase assay, HTRF ADP detection, 30 min; AID 651819; in the data active = activity change below about -30%; note: % is set by controls: 0 for no effect and ±100 for the full control effect
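TRiC at 40 or 20 nM final (batch-dependent) in 30 mM Tris pH 7.4, 100 mM KCl, 5 mM MgCl2, 1 mM DTT, with compound at single 76 uM and 10 uM ATP, 30 min at 37 deg C. ADP detected by HTRF Transcreener, 665/615 ratio.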
MmCpn inh = blocks the Methanococcus maripaludis chaperonin Mm-Cpn; 330,000 compounds, 0.031% hits; purified Mm-Cpn ATPase, ADP Transcreener TR-FRET; AID 504842; Potency, µM (doses to about 76.9 µM), for inactives: top-dose activity, negative = inhibition, usual class: inhibitors; note: potency is the fitted concentration of half-maximal effect; % is set by controls: 0 for no effect and ±100 for the full control effect; nearly all actives have a fitted effect of over 80% in size
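Purified archaeal chaperonin (25 nM final) was preincubated with compound for 10 min at 37°C, then ATP (10 uM final) was added for 30 min at 37°C in Tris pH 7.4/KCl/MgCl2/DTT buffer. ADP was quantified by HTRF Transcreener TR-FRET.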
TGFb inhibitor = blocks TGF-b signaling; Potency, µM (series often up to 46.1 µM), for the others: top-dose activity, negative = inhibition, hits mostly inhibitors; HepG2 CAGA-GFP TGF-b/SMAD3 reporter, GFP fluorescence, 18 h; TGF-beta stimulated, 500 pg/mL final; 410,000 compounds, 1.2% hits; note: potency is the fitted concentration of half-maximal effect; % is set by controls: 0 for no effect and ±100 for the full control effect; nearly all actives have a fitted effect of over 65% in size
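Per well, imaged GFP fluorescence of HEPG2 CAGA-GFP cells gives the signal; cells get compound, then TGF-beta (500 pg/mL final), 18 h at 37 degrees C; %Activity versus -TGF-beta and +DMSO controls.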
Abeta rescue = compounds reversing amyloid beta toxicity in yeast | yeast expressing A-beta42, growth rescue, OD600, 48 h; response scale: 0% DMSO, 100% iron-clioquinol control | Potency, µM (doses to about 46.1 µM), without a hit: at the top dose growth rescue, usual class: activators | 410,000 compounds, 0.063% hits | AID 1347071; note: potency is the fitted concentration of half-maximal effect; nearly all actives have a fitted effect of over 55% in size
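Growth rescue measured by 600 nm absorbance after 48 h yeast culture at 30 C with compound. Values normalized between DMSO and an equimolar ferric chloride plus clioquinol control.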
HepG2 tox = counter-screen for TGF-b inhibitors: cytotoxicity in HepG2 cells; HepG2 CAGA-GFP viability, ATP luminescence, 18 h; Potency, µM (series often up to 46.1 µM), inactives show at the highest dose activity change, negative = cytotoxicity, actives largely listed as cytotoxic; 410,000 compounds, 0.76% hits; AID 588856; note: potency is the fitted concentration of half-maximal effect; some results filed as inactive show a strong effect at the top dose
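HepG2 CAGA-GFP cells (1000/well, DMEM with 1% FBS) received compound, then TGF-beta at 500 pg/mL final, and were incubated 18 hours at 37 degrees C. Viability was read by CellTiter-Glo luminescence. Media-only wells were set as complete cell-killing and DMSO as no toxicity.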
Nrf2 ARE act = Nrf2 pathway activation; 410,000 compounds, 0.31% hits; AREc32 ARE-luciferase reporter (MCF7-derived line), luminescence, 24 h; Potency, µM (doses to about 46.1 µM), for the others: at the top dose activation, hits mostly activators; AID 624171; note: potency is the fitted concentration of half-maximal effect; % of control where 0% means no effect; nearly all actives have a fitted effect of over 65% in size
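ARE-driven firefly luciferase activity in AREc32 cells measured after a 24 hr compound exposure at 37 deg C, using Steady-Glo reagent and a 30 min room-temperature hold.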
pAkt inh = blocks phosphorylation of Akt; activity change, % for hits at 50 µM; 360,000 compounds, 0.32% hits; Neuro2A IGF-stimulated pAkt S473 HTRF, 20 min; active compounds read low; in the data active = activity change below about -80%; inconclusive = mostly about -51% to -80%; note: % is set by controls: 0 for no effect and ±100 for the full control effect
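Neuro2A cells (4,500/well, DMEM with 0.5% FBS) were treated with compound at a single 50 µM final concentration, stimulated with 6 nM IGF for 20 min at 37 °C, and lysed. Phospho-Akt Ser473 was read by HTRF as 665/615 ratio ×10^4.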
An asterisk follows results filed as active; i = inactive; ? = inconclusive; nt = not tested or not shown; & = joins results of further samples; [ ] = dose if it differs, or a comment. Unless noted, calls come from the whole dose curve; as a rule, active = well fitted curve in the direction sought with a large enough effect; inconclusive = small, poorly fitted or top-dose-only effect, or another doubt; inactive = no such curve, though single readings can be large; an effect the other way counts as inactive or inconclusive.

SMILES	A549 tox	Nrf2 inh	CCT modulator	MmCpn inh	TGFb inhibitor	Abeta rescue	HepG2 tox	Nrf2 ARE act	pAkt inh
O=C(Nc1ccccc1-c1nnc(SCc2ccccc2)o1)c1ccccc1	-14%	?	1.1	2%	0%	15%	-15%	0.3%	i
CN(C)c1ccc(/C=N/Nc2nc3ccccc3o2)cc1	0%	?	-2.8	-2%	0%	3%	-24%	-2.0%	i
COc1ccc(C(=O)N2CCN(S(=O)(=O)c3ccc(C)cc3)CC2)cc1S(=O)(=O)N1CCOCC1	-4%	0%	0.2	1%	2%	2%	-6%	-0.4%	i
O=c1oc2cc(OCc3c(F)c(F)c(F)c(F)c3F)ccc2cc1-c1ccccn1	3%	7%	-0.2	-1%	20%	-20%	14%	6.7%	i
CNC(=S)Nc1ccc2nc(C)c(C)nc2c1	1%	4%	-4.8	2%	-9%	5%	-10%	-0.4%	i
S=C(Nc1ccc2nc(-c3ccccn3)c(-c3ccccn3)nc2c1)N1CCCCC1	-19%	13%	-0.2	3%	16%	1%	-3%	3.5%	i
O=C(CN1CCc2ccccc2C1)Nc1cc(S(=O)(=O)N2CCOCC2)ccc1N1CCOCC1	10%	25%	0.1	-3%	-12%	-1%	5%	-0.3%	i
COC(=O)C1=C(O)/C(=C\c2cc(C)n(-c3ccc(F)cc3)c2C)N=C1C	-1%	24%	-0.3	0%	11%	-13%	-2%	0.2%	i
CC1(C)c2ccccc2-c2nc3ccccc3cc2C1O (stereo not given)	?	?	1.0	0%	0%	-15%	0%	2.9%	i
CC12CCC(=O)C=C1CCC1C2C(O)CC2(C)C(c3csc(N)n3)CCC12 (stereo not given)	-3%	23µM*	-0.5	nt	-5%	5%	2%	7.3%	i
COc1ccc(C2(O)C(=O)Nc3ccc(C)cc32)cc1OC (stereo not given)	1%	-11%	-0.9	2%	3%	-1%	-20%	-2.4%	i
CCC[C@H]1CN(c2ccc(Br)cc2)C(=O)[C@@H]1CC(=O)Nc1ccccc1	nt	nt	1.0	nt	3%	8%	-25%	-0.3%	i
COc1ccc(CNC(N)=O)cc1	9%	1%	-2.1	nt	6%	18%	4%	0.3%	i
O=C1c2ccccc2C2(c3cc(C(F)(F)F)cc(C(F)(F)F)c3)NCCN12 (stereo not given)	-6%	?	-2.2	1%	0%	0%	-11%	0.2%	i
Cn1c2c(c(=O)n(C)c1=O)[C@@H]1c3c(ccc4ccccc34)OC[C@@H]1CO2	-3%	-6%	-2.1	2%	10%	13%	1%	0.4%	i
Cn1cccc1C(=O)OCc1ccc(C(C)(C)C)cc1	13%	?	-0.2	-5%	?	-16%	-18%	2.4%	i
Cc1ccc(-n2ncc(C(=O)NCCN3CCCC3)c2C2CCN(C(=O)OC(C)(C)C)CC2)cc1	6%	?	nt	nt	0%	-11%	-45%	0.5%	nt
COc1cc(OC)cc(-c2sc3ccc(OC)cc3c2-c2ccc(O)cc2)c1	-4%	-24%	-0.6	?	?	-58%[inhibitor]	-72%	7.9%	i
COc1cc(C(=O)NCCSc2ccc(Br)cc2)cc(OC)c1OC	8%	?	-0.5	0%	-2%	8%	-3%	-0.2%	i
Cc1ccc(S(=O)(=O)NC(=O)c2cc(C)n(CC(c3ccccc3)N(C)C)c2C)cc1 (stereo not given)	22%	-16%	-0.5	0%	-20%	-9%	-5%	0.2%	i
CCOc1ccc(OCCSc2nc(-c3ccccc3)cc(=O)[nH]2)cc1	8%	-29%	0.2	-1%	-10%	-3%	-20%	0.6%	i
O=C(CN1C(=O)C2CC=CCC2C1=O)Nc1ccc(S(=O)(=O)N2CCOCC2)cc1 (stereo not given)	2%	4%	-9.3	-6%	-6%	6%	8%	0.3%	i
COC(=O)c1ccc(NC(=O)NCCCl)cc1	7%	-3%	-0.4	4%	0%	7%	-10%	3.2%	i
CC(=O)Nc1cccc(-c2nnc(-c3ccccc3)o2)c1	-2%	-2%	-0.7	1%	-1%	-10%	1%	4.2%	i
CCOCCCNC(=O)C1CCN(c2cc(C)nc3c(-c4ccc(Cl)cc4)c(C)nn23)CC1	0%	14%	nt	nt	0%	-10%	2%	0.1%	nt
COc1ccccc1CNC(=O)C(NS(=O)(=O)c1cccs1)C(C)C (stereo not given)	5%	-5%	nt	nt	17%	-8%	-9%	-0.3%	nt
Cc1[nH]n(-c2ccccc2)c(=O)c1C=Nc1ccc(S(=O)(=O)Nc2nccs2)cc1	1%	5%	-0.7	0%	1%	5%	-16%	-0.4%	i
CCCC(=O)Nc1cccc(-c2cn3ccsc3n2)c1	1%	?	-1.3	1%	-5%	2%	0%	0.2%	nt
Cn1ncc(Cl)c1C(=O)N1CCN(c2ccccc2)CC1	9%	4%	-1.3	-1%	-2%	0%	4%	-0.5%	i
O=C1CC(c2ccccc2)c2cc(O)ccc2O1 (stereo not given)	-13%	3%	0.9	1%	-3%	-31%[inhibitor]	2%	18%	i

Whole records from above. Order of screens: A549 tox	Nrf2 inh	CCT modulator	MmCpn inh	TGFb inhibitor	Abeta rescue	HepG2 tox	Nrf2 ARE act	pAkt inh
CC12CCC(=O)C=C1CCC1C2C(O)CC2(C)C(c3csc(N)n3)CCC12 (stereo not given) is entered as -3%	23µM*	-0.5	nt	-5%	5%	2%	7.3%	i
Cn1cccc1C(=O)OCc1ccc(C(C)(C)C)cc1 is entered as 13%	?	-0.2	-5%	?	-16%	-18%	2.4%	i
O=C1CC(c2ccccc2)c2cc(O)ccc2O1 (stereo not given) is entered as -13%	3%	0.9	1%	-3%	-31%[inhibitor]	2%	18%	i
COc1ccc(C2(O)C(=O)Nc3ccc(C)cc32)cc1OC (stereo not given) is entered as 1%	-11%	-0.9	2%	3%	-1%	-20%	-2.4%	i

(listing goes on)
SMILES	A549 tox	Nrf2 inh	CCT modulator	MmCpn inh	TGFb inhibitor	Abeta rescue	HepG2 tox	Nrf2 ARE act	pAkt inh
Cc1ccccc1CS(=O)(=O)Cc1ccc(C(=O)NCC2CCCO2)o1 (stereo not given)	-9%	-7%	-2.1	1%	-7%	-1%	-4%	-0.8%	i
O=C1CC(=C(c2ccccc2)c2ccccc2)C(=O)N1CCCN1CCN(c2cccc(Cl)c2)CC1	-10%	-9%	-7.8	0%	-13%	-12%	1%	2.3%	i
CCCCOc1ccc(NC(=O)CSc2nnnn2C)cc1	1%	6%	-0.2	nt	-6%	10%	-48%	-0.6%	i
CCn1c(/N=C/c2ccccc2O)nc2ccccc21	5%	-18%	-0.8	3%	-4%	-2%	-1%	0.6%	i
O=C(NCc1ccccc1)c1ccc(Cl)cc1[N+](=O)[O-]	-8%	9%	1.0	0%	-12%	2%	3%	-0.9%	i
O=C(NCC1COc2ccccc2O1)c1ccc(Cl)c(S(=O)(=O)N2CCOCC2)c1 (stereo not given)	3%	-41%	1.5	1%	?	-2%	-22%	-0.6%	i
CC1=C(C(=O)Nc2ccc(C)cc2C)C(c2ccc([N+](=O)[O-])cc2)n2ncnc2N1 (stereo not given)	-6%	-25%	-3.1	0%	-5%	17%	-22%	-0.8%	i
CC(=O)Nc1cccc(-c2cc(NC(C)=O)c3ncc(-c4cccc(C(F)(F)F)c4)n3c2)c1	nt	nt	-1.2	nt	?	-11%	-39%	8.3%	i
O=C(c1ccc(Oc2ccc(C(F)(F)F)cc2[N+](=O)[O-])cc1)N1CCOCC1	7%	-25%	-0.5	2%	0%	-25%	-3%	0.2%	i
OC(CSc1c(Cl)cccc1Cl)CN1CCN(c2ccc(F)cc2)CC1 (stereo not given)	?	?	1.0	-1%	17%	10%	16%	-0.3%	i
CCN(CC)CCNC(=O)c1cc(Sc2nnc(C)s2)nc2ccccc12	11%	-4%	0.5	0%	-14%	22%	-14%	3.6%	i
CC(C)(C)c1ccc(CS(=O)(=O)CC2(O)CCN(C(=O)c3cccc(C(F)(F)F)c3)CC2)cc1	-18%	1%	-3.3	-1%	0%	-1%	-4%	-0.1%	nt
O=C(COC(=O)CCC1CCCCC1)Nc1ccc(OC(F)F)cc1	4%	14%	0.2	-23%	8%	22%	-11%	-0.6%	i
CCCOc1ccc(N2C(=O)CC(NCC(=O)OCC)C2=O)cc1 (stereo not given)	0%	7%	-0.5	nt	15%	0%	2%	2.5%	i
Cc1ccc2nc(C3CCCCC3)c(CC(C)(C)C)n2c1	nt	nt	0.1	nt	?	2%	-25%	3.1%	i
Cc1cccc(OCCOC(=O)c2c(-c3ccccc3)noc2C)c1	-16%	?	0.8	1%	-22%	-14%	-6%	0.0%	i
COc1ccc(N2C(=O)CCC(C(=O)c3ccccc3)=C2C)cc1	0%	?	1.5	-1%	?	21%	3%	-0.1%	i
CN(C)CCNC(=O)c1ccc(-c2nn(C)c(=O)c3ccccc23)cc1	-3%&12%	-26%&0%	1.8	1%	9%&25%	-5%&3%	-1%&-19%	3.2%&-0.4%	nt
CCCN(Cc1nnc(-c2ccccc2Cl)o1)C(=O)c1oc2ccccc2c1C	1%	-2%	0.1	-1%	?	-1%	6%	3.9%	i
NNc1nc(-c2ccccc2)cc(-c2ccc(Br)cc2)n1	-1%	?	-0.6	-1%	?	25%	-35%	0.0%[9.22 µM]	i
OCCc1ccc(O)c(-n2nc3ccccc3n2)c1	0%	17%	-0.8	-3%	-7%	-7%	-9%	4.2%	i
COCCNC(=O)CSc1nccn1Cc1ccc2c(c1)OCO2	-5%	6%	-3.7	2%	-18%	-7%	5%	-0.5%	i
COCC(=O)Nc1c(C(=O)N2CCCC2)oc2ccccc12	3%	-3%	-1.7	1%	8%	-14%	-11%	1.0%	i
Cc1c2ccncc2cc2c1[nH]c1ccccc12	?	-24%	1.3	nt	?	8%	-32%	-0.8%	i
